Sm TGR inh = inhibitors of Schistosoma mansoni thioredoxin glutathione reductase. Potency, µM (titrated, usually from 114 µM), for inactives: at the highest dose activity change, negative = inhibition, most hits filed as inhibitors. Q962Y6. 360,000 compounds, 3% hits. purified TGR, DTNB reduction, TNB absorbance 405 nm; also: potency is read from the fitted curve at half-maximal effect; nearly all actives have a fitted effect of over 60% in size
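Kinetic colorimetric format: TGR-catalysed, NADPH-driven DTNB reduction monitored via TNB absorbance. Enzyme dispensed at 20 nM; compound exposure 15 min at room temperature before reaction start.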
AMA1-RON2 inh = disrupts binding of P. falciparum AMA1 to RON2. AlphaScreen AMA1-biotinylated RON2 peptide binding. Potency, µM (highest dose often 58.2 µM), inactives show at the top dose activity change, negative = inhibition, actives largely listed as inhibitors. 360,000 compounds, 0.2% hits. AID 720542;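 also: potency is read from the fitted curve at half-maximal effect; 0% = vehicle wells and -100% = peptide control; nearly all actives have a fitted effect of over 45% in size; some results filed as inactive show a strong effect at the top dose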
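AMA1 (3D7) with his tag at 25 nM final met compounds first, then biotinylated RON2 peptide at 25 nM; detection used donor plus acceptor beads, 10 µg/mL apiece, read by AlphaScreen after 30 min at room temperature.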
AmpC detergent = blocks E. coli AmpC beta-lactamase in detergent assay. P00811. AmpC hydrolysis of nitrocefin, absorbance 480 nm, 0.01% Triton. Potency, µM (titrated, usually from 114 µM), for inactives: at the top dose activity change, negative = inhibition, usual class: inhibitors. 370,000 compounds, 0.041% hits;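 also: potency is read from the fitted curve at half-maximal effect; 0% = no-compound wells and -100% = no-enzyme wells; nearly all actives have a fitted effect of over 25% in size; some results filed as inactive show a strong effect at the top dose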
Target sequence (P00811 whole entry, looked up): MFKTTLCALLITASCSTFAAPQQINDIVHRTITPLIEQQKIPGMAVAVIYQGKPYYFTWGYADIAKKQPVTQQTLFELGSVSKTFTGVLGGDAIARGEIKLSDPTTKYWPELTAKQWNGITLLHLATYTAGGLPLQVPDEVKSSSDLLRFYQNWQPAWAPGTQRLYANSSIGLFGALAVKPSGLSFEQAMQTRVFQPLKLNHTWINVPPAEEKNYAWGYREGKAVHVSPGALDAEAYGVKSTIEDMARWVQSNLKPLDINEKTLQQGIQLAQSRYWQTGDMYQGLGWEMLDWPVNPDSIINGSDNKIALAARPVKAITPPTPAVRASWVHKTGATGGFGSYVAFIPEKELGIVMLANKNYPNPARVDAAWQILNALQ
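20 mM phosphate pH 7.0 + 0.01% (detergent screen) or 0.0001% Triton X-100; 5.3 nM AmpC reagent; cpd preinc 15 min RT; nitrocefin (800 uM stock) to start; A480 q20 s × 4 min; Activity was normalised to no-enzyme and no-compound control wells.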
AmpC no deterg = inhibitors of E. coli AmpC beta-lactamase without detergent. P00811. AmpC nitrocefin hydrolysis, absorbance 480 nm, 0.0001% Triton. 330,000 compounds, 0.52% hits. Potency, µM (top dose mostly 57.1 µM), for inactives: at the top dose activity change, negative = inhibition, hits mostly inhibitors;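 also: potency is read from the fitted curve at half-maximal effect; plate controls were no compound for no effect and no enzyme for full effect; nearly all actives have a fitted effect of over 20% in size; some results filed as inactive show a strong effect at the top dose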
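20 mM phosphate pH 7.0 + 0.01% (detergent screen) or 0.0001% Triton X-100; 5.3 nM AmpC reagent; cpd preinc 15 min RT; nitrocefin (800 uM stock) to start; A480 q20 s × 4 min; Activity was normalised to no-enzyme and no-compound control wells.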
HCMV antiviral = blocks human cytomegalovirus replication. HFF cells, HCMV-luciferase reporter, 72 h; stronger effect = lower value. activity change, negative = inhibition, % at 57.5 µM. 410,000 compounds, 4.5% hits; in the data active = activity change below about -60%; inconclusive = no clear call, values can overlap the other calls; inactive = above about -39%
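HFF cells seeded 16 h at 37C, treated with compounds, infected with luciferase-reporter HCMV at MOI 1 PFU/cell; luciferase read at 72 h post infection, normalized to buffer-only and Salinomycin controls.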
FBPA Giardia inh = blocks Giardia fructose-bisphosphate aldolase activity | Potency, µM (series often up to 59.6 µM), without a hit: top-dose activity, negative = inhibition, hits mostly inhibitors | purified Giardia FBPA | 290,000 compounds, 0.71% hits | A8B2U2 | AID 2451; also: potency is read from the fitted curve at half-maximal effect; nearly all actives have a fitted effect of over 55% in size
Target sequence (A8B2U2 whole entry, looked up): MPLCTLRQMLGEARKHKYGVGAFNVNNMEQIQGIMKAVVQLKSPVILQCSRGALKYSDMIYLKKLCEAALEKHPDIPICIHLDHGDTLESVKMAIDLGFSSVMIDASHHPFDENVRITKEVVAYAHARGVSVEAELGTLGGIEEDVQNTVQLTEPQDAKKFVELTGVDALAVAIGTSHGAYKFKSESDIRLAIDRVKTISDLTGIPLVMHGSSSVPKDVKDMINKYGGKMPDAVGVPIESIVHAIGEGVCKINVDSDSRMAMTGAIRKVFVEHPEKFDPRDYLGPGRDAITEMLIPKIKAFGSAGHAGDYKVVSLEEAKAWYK
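Giardia FBPA (40 nM reagent) was preincubated 10 min at RT with compound (up to 57.5 uM final), then substrate plus GAPDH/TPI/NAD/arsenate coupling system with diaphorase/resazurin was added; resorufin fluorescence (525/598 nm) was read after 20 min.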
Numbers without * were called inactive; & = joins results of further samples; [ ] = remark or other dose. Unless noted, calls follow the shape of the dose curve; as a rule, active = well fitted curve in the direction sought with a large enough effect; inconclusive = small, poorly fitted or top-dose-only effect, or another doubt; inactive = no such curve, though single readings can be large; an effect the other way counts as inactive or inconclusive. Unless noted, % is scaled to controls: 0 for no effect and ±100 for the full control effect.

Preview, two compounds:
What do the screens show for `CCN(CC)c1ccc(-n2c(C)cc(C=O)c2C)cc1`?
Sm TGR inh: -29%; AMA1-RON2 inh: -23%; AmpC detergent: 2%; AmpC no deterg: -12%; HCMV antiviral: inconclusive; FBPA Giardia inh: -10%

Results for COCCNC(=O)/C(C#N)=C/c1cc(C)n(C2CCCCC2)c1C ?
Sm TGR inh: -28%; AMA1-RON2 inh: -14%; AmpC detergent: -6%; AmpC no deterg: 101%[activator]; HCMV antiviral: -31; FBPA Giardia inh: 4%

This part in full, from the start:
What do the screens show for `CCN(CC)c1ccc(-n2c(C)cc(C=O)c2C)cc1`?
Sm TGR inh: -29%; AMA1-RON2 inh: -23%; AmpC detergent: 2%; AmpC no deterg: -12%; HCMV antiviral: inconclusive; FBPA Giardia inh: -10%

Results for COCCNC(=O)/C(C#N)=C/c1cc(C)n(C2CCCCC2)c1C ?
Sm TGR inh: -28%; AMA1-RON2 inh: -14%; AmpC detergent: -6%; AmpC no deterg: 101%[activator]; HCMV antiviral: -31; FBPA Giardia inh: 4%

Results for CN(C)S(=O)(=O)c1ccc(S(=O)(=O)N(CC(=O)Nc2ccccc2)CC2CCCO2)cc1 (stereo not drawn) ?
Sm TGR inh: -3%; AMA1-RON2 inh: 6%; AmpC detergent: -10%; AmpC no deterg: 17%; HCMV antiviral: -15; FBPA Giardia inh: -12%

Results for CNS(=O)(=O)c1cccc(C(=O)OCC(=O)C23CC4CC(CC(C4)C2)C3)c1 ?
Sm TGR inh: -16%; AMA1-RON2 inh: 10%; AmpC detergent: 2%; AmpC no deterg: 0%; HCMV antiviral: 6; FBPA Giardia inh: -8%

How did COc1ccc(OC)c(S(=O)(=O)N2CCN(CC(O)COc3ccc(C#N)cc3)CC2)c1 (stereo not drawn) do in these assays?
Sm TGR inh: 1%; AMA1-RON2 inh: 1%; AmpC detergent: 0%; AmpC no deterg: 86%[activator]; HCMV antiviral: inconclusive; FBPA Giardia inh: 9%

What do the screens show for `CC1=NN(C(=O)COc2cc(C)ccc2C(C)C)C(O)(c2ccccc2)C1` (stereo not drawn)?
Sm TGR inh: 11%; AMA1-RON2 inh: 59%[activator]; AmpC detergent: 2%; AmpC no deterg: 3%; HCMV antiviral: -12; FBPA Giardia inh: 0%

What do the screens show for `CCOC(=O)Cn1c(=O)oc2cc(S(=O)(=O)N(C)Cc3ccco3)ccc21`?
Sm TGR inh: 0%; AMA1-RON2 inh: -10%; AmpC detergent: 3%; AmpC no deterg: -5%; HCMV antiviral: -7; FBPA Giardia inh: 6%

How did CCOC(=O)C(=O)Nc1nnc(Cc2ccc(OC)c(OC)c2)s1 do in these assays?
Sm TGR inh: 3%; AMA1-RON2 inh: 79%[activator]; AmpC detergent: inconclusive; AmpC no deterg: -38%; HCMV antiviral: -12; FBPA Giardia inh: -11%

Results for COc1ccc(F)cc1C(=O)C1CCCN(C(=O)C2=C(C)OCCO2)C1 (stereo not drawn) ?
Sm TGR inh: -4%; AMA1-RON2 inh: 6%; AmpC detergent: 5%; AmpC no deterg: 7%; HCMV antiviral: -21; FBPA Giardia inh: 1%

How did O=C(NCC(c1cccs1)S(=O)(=O)c1cccs1)c1ccccc1F (stereo not drawn) do in these assays?
Sm TGR inh: inconclusive; AmpC detergent: -6%; HCMV antiviral: -1

How did COc1ccc2c(c1OC)C(=O)N(c1ccccc1)C2=O do in these assays?
Sm TGR inh: 12%; AMA1-RON2 inh: 13%; AmpC detergent: 5%; AmpC no deterg: -7%; HCMV antiviral: inconclusive; FBPA Giardia inh: 5%

What do the screens show for `C#CCOCCOCCOCCNc1nc(N2CCN(C(=O)C([C@@H](C)CC)n3cc(C(N)CC(C)C)nn3)CC2)nc(N2CCN(C(=O)[C@H](CCC(=O)O)n3cc(C(N)Cc4ccc(O)cc4)nn3)CC2)n1` (stereo partly drawn)?
Sm TGR inh: -25%; AMA1-RON2 inh: 5%; AmpC detergent: 8%; AmpC no deterg: 199%[activator]; FBPA Giardia inh: -5%

How did CC(C)C(=O)OCC(=O)Nc1ccc(N=Nc2ccccc2)cc1 do in these assays?
Sm TGR inh: -10%; AMA1-RON2 inh: inconclusive; AmpC detergent: -11%; AmpC no deterg: -12%; HCMV antiviral: 116; FBPA Giardia inh: 0%

What do the screens show for `CCCCNC(=O)c1cc2cc(OC)ccc2[nH]1`?
Sm TGR inh: 18%; AMA1-RON2 inh: 0%; AmpC detergent: 4%; AmpC no deterg: -21%; HCMV antiviral: -13; FBPA Giardia inh: -2%

Results for COc1cc2c(cc1OC)C(C)N(C(=O)c1cc3c(s1)-c1ccccc1OC3)CC2 (stereo not drawn) ?
Sm TGR inh: -12%; AMA1-RON2 inh: -10%; AmpC detergent: -18%; AmpC no deterg: 152%[activator]; HCMV antiviral: -20; FBPA Giardia inh: -9%

How did CCCS(=O)(=O)N1CC(=O)N(c2ccccc2C)C(C)(C(=O)NC2CCCCC2)C1 (stereo not drawn) do in these assays?
Sm TGR inh: 3%; AmpC detergent: 9%; HCMV antiviral: 0

How did CCC1(C)Cc2ccccc2-c2nc(NCCO)n(-c3ccccc3)c(=O)c21 (stereo not drawn) do in these assays?
Sm TGR inh: -1%; AMA1-RON2 inh: 1%; AmpC detergent: inconclusive; AmpC no deterg: 184%[activator]; HCMV antiviral: 43; FBPA Giardia inh: -3%

What do the screens show for `CC(C)(C)OC(=O)C[C@@H]1C/C=C\C[C@@H](CC(=O)N[C@H](CO)Cc2ccccc2)C(=O)N2CCC[C@H]2COC1=O`?
AMA1-RON2 inh: -4%; AmpC no deterg: 183%[activator]; HCMV antiviral: -36

Results for CCOC(=O)c1ccc(NC(=O)CCC2COc3ccccc3O2)cc1 (stereo not drawn) ?
Sm TGR inh: -1%; AMA1-RON2 inh: -2%; AmpC detergent: inconclusive; AmpC no deterg: -18%; HCMV antiviral: 3; FBPA Giardia inh: -11%

Results for COc1ccccc1CCNC(=O)C(=O)NCC1OCCN1S(=O)(=O)c1ccc([N+](=O)[O-])cc1 (stereo not drawn) ?
Sm TGR inh: 1%; AMA1-RON2 inh: 0%; AmpC detergent: 2%; AmpC no deterg: 13%; HCMV antiviral: -19; FBPA Giardia inh: 8%

Results for Cc1ccccc1OCCC(=O)N1CCN(S(=O)(=O)c2ccc(Br)cc2)CC1 ?
Sm TGR inh: -2%; AMA1-RON2 inh: -10%; AmpC detergent: -3%; AmpC no deterg: 108%[activator]; HCMV antiviral: inconclusive

How did Cc1cccc(OCC(=O)Nc2ccc(S(=O)(=O)Nc3onc(C)c3C)cc2)c1C do in these assays?
Sm TGR inh: 16%&-19%; AMA1-RON2 inh: -21%; AmpC detergent: -4%&0%; AmpC no deterg: -35%; HCMV antiviral: -32&20; FBPA Giardia inh: -17%

How did CC(C)(C)C(=O)NCCc1nc2ccccc2n1CC(=O)c1ccc(Cl)cc1 do in these assays?
Sm TGR inh: -18%; AMA1-RON2 inh: 5%; AmpC detergent: 5%; AmpC no deterg: 91%[activator]; HCMV antiviral: -21; FBPA Giardia inh: -11%

Results for Cn1c(Cn2c(=O)sc3ccccc32)nnc1SCc1ccccc1F ?
Sm TGR inh: 0%; AMA1-RON2 inh: 0%; AmpC detergent: -10%; AmpC no deterg: 2%; HCMV antiviral: 1; FBPA Giardia inh: 0%

Results for O=C(NCc1ccccc1)NC1CC2CCC(C1)N2Cc1ccco1 (stereo not drawn) ?
Sm TGR inh: 1%; AMA1-RON2 inh: 12%; AmpC detergent: -15%; AmpC no deterg: -10%; HCMV antiviral: 43; FBPA Giardia inh: -2%

What do the screens show for `CN(Cc1ccccc1)C(=O)c1ccc2c(c1)N(Cc1ccccc1Cl)C(=O)c1ccccc1S2`?
Sm TGR inh: 7%; AmpC detergent: 9%; HCMV antiviral: inconclusive

Results for Cc1c(CCO)c(=O)n(-c2ccccc2)n1S(=O)(=O)c1ccc(F)cc1 ?
Sm TGR inh: 3%; AMA1-RON2 inh: -5%; AmpC detergent: 1%; AmpC no deterg: -2%; HCMV antiviral: 31; FBPA Giardia inh: -2%

What do the screens show for `COc1ccccc1CN1CC(C(=O)NCc2ccc(SC)cc2)CCC1=O` (stereo not drawn)?
Sm TGR inh: 1%; AMA1-RON2 inh: 23%; AmpC detergent: 0%; AmpC no deterg: 100%[activator]; HCMV antiviral: -6; FBPA Giardia inh: 8%

Results for CCCCCCOc1ccc(/C=c2\s/c(=C(/C#N)C(=O)NCc3ccco3)n(-c3ccccc3)c2=O)cc1 ?
Sm TGR inh: 2%; AMA1-RON2 inh: 6%; AmpC detergent: -14%; AmpC no deterg: -22%; HCMV antiviral: -15; FBPA Giardia inh: 6%

What do the screens show for `NC(=O)NC(=O)CSc1ccccc1`?
Sm TGR inh: -10%; AMA1-RON2 inh: 20%; AmpC detergent: -10%; AmpC no deterg: 2%[11.4 µM]; HCMV antiviral: -4; FBPA Giardia inh: -3%

What do the screens show for `CCc1c(C)sc(NC(=S)N2CCN(C(=O)C3CCCO3)CC2)c1C(=O)OC` (stereo not drawn)?
Sm TGR inh: 5%; AMA1-RON2 inh: -5%; AmpC detergent: -17%; AmpC no deterg: 239%[activator]; HCMV antiviral: 0

What do the screens show for `Cn1c(SCC(=O)Nc2ccc(C(N)=O)cc2)nc2c(c1=O)SCC2`?
Sm TGR inh: -18%; AMA1-RON2 inh: -3%; AmpC detergent: 6%; AmpC no deterg: 1%; HCMV antiviral: 12; FBPA Giardia inh: 2%

How did CCN(CCCNC(=O)c1cc(Nc2ccc(OC)cc2OC)nc2ccccc12)c1cccc(C)c1 do in these assays?
Sm TGR inh: -12%; AmpC detergent: -12%; HCMV antiviral: 8

What do the screens show for `CSc1nsc(SCC(=O)Nc2ccc(NC(C)=O)cc2)n1`?
Sm TGR inh: -9%; AMA1-RON2 inh: -7%; AmpC detergent: -4%; AmpC no deterg: -27%; HCMV antiviral: 9; FBPA Giardia inh: 9%

How did O=C(O)C1=C[C@@H](C2CCCCC2)C[C@@H](OCc2ccc(CO)cc2)O1 do in these assays?
Sm TGR inh: -3%; AMA1-RON2 inh: -1%; AmpC detergent: -5%; AmpC no deterg: -16%; HCMV antiviral: -13; FBPA Giardia inh: 22%

How did COc1ccccc1CNC(=O)CN(C)S(=O)(=O)c1ccc(F)cc1 do in these assays?
Sm TGR inh: 13%; AMA1-RON2 inh: 6%; AmpC detergent: -10%; AmpC no deterg: 0%; HCMV antiviral: -6; FBPA Giardia inh: 16%

What do the screens show for `O=C(Cc1cccs1)NCc1cc(Cl)cc(Cl)c1`?
Sm TGR inh: 1%; AMA1-RON2 inh: 2%; AmpC detergent: -11%; AmpC no deterg: -26%; HCMV antiviral: 36; FBPA Giardia inh: 3%

Source: PubChem (National Center for Advancing Translational Sciences (NCATS))
